Screening data from PubChem BioAssay.
MBD2 inh: MBD2-methylated oligo binding inhibition; Q9UBB5; TR-FRET, MBD2 binding to methylated oligonucleotide; inhibition, % at 4.4 µM; hit rate 0.31% among 370,000; in the data active = inhibition above about 13%
PLC-gamma1 inh: blocks human PLC-gamma1 enzyme activity; inhibition, % at 12.2 µM; hit rate 0.84% among 370,000; P19174; AID 720700; purified PLC-gamma1, fluorogenic substrate, fluorescence; in the data active = inhibition above about 9.5%
ARFGAP1 inhibitor: rat ARFGAP1 inhibition; inhibition, % at 16.5 µM; Arfgap1-stimulated ARF1 GTP hydrolysis, GDP FP detection; hit rate 0.26% among 360,000; Q62848; AID 651572;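 active = inhibition above a per-plate limit, mean inhibition of low control wells plus 3 SD, cut at about 25% in these data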;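 also: 0% = DMSO wells with enzyme and 100% = wells lacking Arfgap1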
Target sequence (Q62848 1-136 limits assumed): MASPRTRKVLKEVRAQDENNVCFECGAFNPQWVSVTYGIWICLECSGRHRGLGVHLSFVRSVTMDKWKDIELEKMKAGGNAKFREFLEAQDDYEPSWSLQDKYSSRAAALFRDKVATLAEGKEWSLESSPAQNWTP
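Material: rat Arfgap1 GAP domain (His6, aa 1-136), purified enzyme. Also added: human ARF1(Δ1-17)-GTP substrate. Compound dosing: 16.5 µM single point, 1.26% DMSO. Timing: enzyme reaction 120 min at 25 °C after 20 min preincubation. Signal: GDP detection by fluorescence polarization. Read-out basis: percent inhibition of GAP-stimulated GDP formation, scaled between DMSO and no-Arfgap1 medians.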
KLK7 zymogen act: proKLK7 (human) activation, primary screen; P49862; purified proKLK7, EDANS-DABCYL substrate fluorescence; 100% is mature enzyme control, 0% vehicle; activation, % at 7 µM; hit rate 0.9% among 370,000;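 active = activation above the mean of all tested compounds plus 3 SD, computed per campaign excluding outliers beyond control limits, cut at about 13% in these data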
Target sequence (P49862 whole entry, looked up): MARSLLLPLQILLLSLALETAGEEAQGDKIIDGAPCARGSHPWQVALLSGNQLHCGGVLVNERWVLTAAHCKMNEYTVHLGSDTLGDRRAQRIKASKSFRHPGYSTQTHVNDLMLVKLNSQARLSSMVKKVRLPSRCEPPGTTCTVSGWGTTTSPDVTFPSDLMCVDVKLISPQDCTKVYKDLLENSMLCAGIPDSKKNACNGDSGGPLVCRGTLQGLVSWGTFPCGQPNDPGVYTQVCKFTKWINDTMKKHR
UHRF1 MBD2 ctr: blocks human UHRF1 binding to methylated DNA; Q96T88; UHRF1 binding to methylated oligo, TR-FRET; inhibition, % at 4.4 µM; hit rate 0.75% among 370,000; AID 687016; in the data active = inhibition above about 21%;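 also: UHRF1 SRA domain binding a hemimethylated CpG hairpin DNA probe; 0% = median of test compound wells and 100% = reference inhibitor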
ASAP1 GAP inh: blocks human ASAP1-stimulated Arf1 GTP hydrolysis. Q9ULH1. GDP FP detection. inhibition, % at 16.5 µM. hit rate 0.19% among 360,000. AID 624377; in the data active = inhibition above about 25%;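 also: 0% = vehicle with enzyme and substrate and 100% = no enzyme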
DDE Tn6 FP inh: inhibitors of Tn6 peptide binding to human fibrin DD(E) | hit rate 0.21% among 370,000 | AID 720509 | Fibrin DD(E) TRITC-Tn6 fluorescence polarization displacement | inhibition, % at 8.3 µM | P02675;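 active = inhibition above a per-campaign cutoff: mean of compounds within control limits plus 3 SD, cut at about 15% in these data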;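 also: 0% = median of all compound wells on the plate and 100% = blocking peptide control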
Target sequence (P02675 whole entry, looked up): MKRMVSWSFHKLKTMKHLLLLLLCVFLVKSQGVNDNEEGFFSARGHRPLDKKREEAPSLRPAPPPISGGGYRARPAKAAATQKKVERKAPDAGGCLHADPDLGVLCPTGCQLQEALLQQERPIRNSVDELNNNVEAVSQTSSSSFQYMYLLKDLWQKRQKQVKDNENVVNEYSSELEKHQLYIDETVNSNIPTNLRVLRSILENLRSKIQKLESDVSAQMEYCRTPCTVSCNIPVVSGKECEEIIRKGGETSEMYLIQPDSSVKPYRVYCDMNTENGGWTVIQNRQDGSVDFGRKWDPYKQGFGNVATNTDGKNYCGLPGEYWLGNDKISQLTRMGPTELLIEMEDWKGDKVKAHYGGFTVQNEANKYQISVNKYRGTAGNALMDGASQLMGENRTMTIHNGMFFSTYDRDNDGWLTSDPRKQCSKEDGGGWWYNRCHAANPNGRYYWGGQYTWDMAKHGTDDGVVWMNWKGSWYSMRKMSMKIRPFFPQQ
Tn7 DDE FP: DD(E)-Tn7 binding inhibition, primary FP screen | inhibition, % at 8.3 µM | AID 720508 | FP displacement of FITC-Tn7 peptide from fibrin DD(E); 0% = median of compound wells per plate | hit rate 0.13% among 370,000;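 active = inhibition above the mean of compounds falling within the control limits plus 3 SD of them, cut at about 14% in these data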;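 also: 0% = plate median of compound wells and 100% = 10 µM Aha-Tn7 peptide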
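system = human fibrin DD(E) protein | quantity = DD(E) 2 µM final | medium = Tris/NaCl/CaCl2 buffer, pH 7.8 | also added = labelled Tn7 tracer, 0.1 µM | compound dosing = single point at 8.3 µM | timing = compound with protein 10 min, then 3 h after probe, room temperature | signal = FP measurement | benchmarks = Aha-Tn7 high control | repeats = one replicate per compound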
PLC-beta3 inh: PLC-beta3 (human) inhibition, primary screen; Q01970; Purified PLC-beta3, fluorogenic substrate, fluorescence; inhibition, % at 12.2 µM; hit rate 0.18% among 370,000; AID 720704; in the data active = inhibition above about 11%;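 also: 0% = median of compound wells on plate and 100% = full blocker control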
ADAM17 inh: inhibitors of human ADAM17; P78536; recombinant ADAM17, EDANS/DABCYL FRET peptide cleavage; inhibition, % at 6.95 µM; hit rate 0.83% among 370,000; AID 720648;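 active = inhibition above the mean of compounds lying between control limits plus 3 SD, set per campaign, cut at about 8.5% in these data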;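 also: 0% = DMSO-only wells as the low control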
Starred values were filed as active, the others as inactive. Some of the compounds tested. The share of hits here may be higher or lower than overall.

The opening two records, to show the layout:
SMILES	MBD2 inh	PLC-gamma1 inh	ARFGAP1 inhibitor	KLK7 zymogen act	UHRF1 MBD2 ctr	ASAP1 GAP inh	DDE Tn6 FP inh	Tn7 DDE FP	PLC-beta3 inh	ADAM17 inh
O=c1[nH]c(=O)n(C2CCCCC2)c(O)c1C=Nc1ccc(N2CCOCC2)cc1	5	-4	-10	0.5	3	6	-6	1	-3	-1
c1ccc(CCNCc2ccccc2)cc1	-5	-1	-6	-0.6	2	0	5	4	-1	-4

This part in full, from the start:
SMILES	MBD2 inh	PLC-gamma1 inh	ARFGAP1 inhibitor	KLK7 zymogen act	UHRF1 MBD2 ctr	ASAP1 GAP inh	DDE Tn6 FP inh	Tn7 DDE FP	PLC-beta3 inh	ADAM17 inh
O=c1[nH]c(=O)n(C2CCCCC2)c(O)c1C=Nc1ccc(N2CCOCC2)cc1	5	-4	-10	0.5	3	6	-6	1	-3	-1
c1ccc(CCNCc2ccccc2)cc1	-5	-1	-6	-0.6	2	0	5	4	-1	-4
COP(=S)(OC)SCN1C(=O)c2ccccc2C1=O	-2	5	-2	0.1	-2	11	-3	-3	2	2
CC(C)C12CN3CCN(CC(C3)/C1=N\O)C2	2	1	-1	0.0	-2	6	-1	1	0	-3
O=[N+]([O-])c1ccc(N2CCCC2)c(F)c1Br	-4	2	-6	-0.5	-2	-4	2	4	1	-2
O=[N+]([O-])c1ccc(N2CCCCCC2)c2ncccc12	-4	0	-5	-0.2	-9	-5	3	-1	1	2
COC(=O)C1=C(c2ccc(F)cc2OCc2ccccc2)C[C@@H]2CC[C@H]1N2C(=O)NCc1ccccc1OC	1	9	6	0.5	9	10	4	-4	4	15*
COC(=O)C1=C(c2ccc(S(C)(=O)=O)cc2)C[C@@H]2CC[C@H]1N2C(=O)NC1CC1	-4	5	8	-0.2	2	1	9	-6	6	5
O=C1c2ccccc2-n2nnnc2C2c3ccccc3-n3nncc3CN12 (configuration not stated)	2	5	-3	0.5	-2	10	1	0	3	-1
COc1cc(C(=O)N2Cc3ccccc3-n3nncc3C2)cc(OC)c1OC	3	5	-3	-0.7	0	-3	8	-10	5	1
CCOC(=O)c1c(C=O)c2ccccc2n1Cc1ccccc1	-4	3	3	-0.8	-3	-6	6	1	-9	-2
O=C(O)c1cccc2c1NC(c1cccc([N+](=O)[O-])c1)C1CC(Sc3ccccc3[N+](=O)[O-])C(Cl)C21 (configuration not stated)	-4	4	-8	-0.1	-3	0	-9	4	5	-1
Clc1ccc(N2CCN(Cc3ccccc3Cl)CC2)cc1	1	2	-4	-0.1	-1	2	10	-4	6	2
C=CCOC(=O)COc1cc(C)cc2oc(=O)c3c(c12)CCC3	0	-63	1	41*	0	1	-2	6	-83	-71
O=c1[nH]c(=O)n(-c2cccc3ccccc23)c(O)c1/C=N/N1CCCCCC1	-1	-2	2	0.4	-3	0	-11	6	-5	-6
Brc1ccc(C2N3CCCN23)cc1 (configuration not stated)	2	-1	-6	-0.1	2	-11	-2	4	0	0
CCCCCn1c(=O)c(C(=O)NCc2ccccc2)c(O)c2ccccc21	-1	0	1	0.0	0	2	2	0	-3	3
CN1CCC(N(C)c2nc(-c3ccc([N+](=O)[O-])cc3)nc3ccccc23)CC1	6	-18	5	0.3	-2	11	-2	-5	-26	0
O=C(c1ccccc1)c1ccccc1N=Cc1c(O)[nH]c(=O)[nH]c1=O	4	-1	-2	-0.7	-7	-1	1	-3	-3	-1
COC(=O)C1=C(c2ccc(-c3ccccc3)c(F)c2)C[C@@H]2CC[C@H]1N2C(=O)NCCCOC(C)C	-1	0	-6	0.1	3	-3	8	0	0	-1
Cn1c(O)c(C(=Nc2ccc(F)cc2)c2ccccc2Cl)c(=O)n(C)c1=O	0	2	-6	-0.9	-1	9	-2	-4	-4	2
CC1CC2(O)c3no[n+]([O-])c3CCC2N1O (configuration not stated)	4	3	14	0.4	3	7	2	-1	2	-1
Cc1cc(OCC(=O)NCC(O)c2ccccc2)c2c3c(c(=O)oc2c1)CCC3 (configuration not stated)	-1	-13	-2	0.2	-2	2	0	7	-18	-14
Cc1ccc(N2C(=O)NC(=O)/C(=C/c3cnc(-c4ccccc4)nc3)C2=O)cc1C	1	-11	1	0.3	-1	-2	-3	1	-16	-2
O=C(NCc1ccc(C(=O)N2CCC3(CC2)OCCO3)cc1)c1cccc(Br)c1	-3	6	-17	0.1	11	4	4	3	3	0
Remaining list, next part
SMILES	MBD2 inh	PLC-gamma1 inh	ARFGAP1 inhibitor	KLK7 zymogen act	UHRF1 MBD2 ctr	ASAP1 GAP inh	DDE Tn6 FP inh	Tn7 DDE FP	PLC-beta3 inh	ADAM17 inh
CCC1(c2ccc(N)cc2)CCC(=O)NC1=O (configuration not stated)	-3	-1	0	0.0	0	-3	7	4	3	-6
O=C(N/N=C/c1c(O)n(CCC2=CCCCC2)c(=O)[nH]c1=O)c1ccccc1	-4	-40	-6	-6.9	-3	-15	0	-1	-42	-27
OCC12COC3c4ccccc4C(OC1)N32 (configuration not stated)	1	1	5	-0.2	-1	0	0	-3	3	0
CCOc1ccc(Cl)cc1CNCCc1ccccc1F	4	1	9	-0.2	0	18	0	10	-8	-4
CCCCOCCCn1c(N)c(C(=O)OC(C)COC)c2nc3ccccc3nc21 (configuration not stated)	0	-114	-13	-18	-2	2	2	-2	-139	-129
Cc1ccc(CN2C3CCCC2CC(NC(=S)NCc2ccccc2)C3)cc1 (configuration not stated)	0	5	8	0.6	0	-4	-4	9	5	-2
COc1ccc(C(CNC(=O)Cc2ccc(Cl)c(Cl)c2)N2CCCCC2)cc1 (configuration not stated)	1	-1	6	-0.1	-4	-3	8	-9	-6	-2
CC(C)Nc1nc(Cl)nc(NC(C)C)n1	2	-1	-5	0.0	-1	-9	-3	0	1	-2
CC1=C2CCC3C(CCC4=CC(=O)CCC43C)C2CC1 (configuration not stated)	1	-3	3	-0.7	0	-2	1	4	-4	-2
COc1ccc(/C=C/C2=CCN(C)CC2)cc1	-7	-8	6	0.5	-4	-10	-6	3	-10	-2
O=P(Nc1ccccc1)(Nc1ccccc1)Oc1cccc(Cl)c1	0	-1	-1	-0.1	-3	0	0	6	-1	0
CCN(CC)c1ccc(/C=C2\C(=O)NC(=O)N(CC3CCCO3)C2=O)cc1 (configuration not stated)	2	-5	-1	-0.3	12	1	2	0	-3	1
COCCNC(=O)CN1C(=O)C(C)N=C(c2ccccc2)c2cc(Cl)ccc21 (configuration not stated)	0	-1	-2	-0.3	0	11	2	-2	-4	-2
CCOC(=O)N(C)c1ccc(C(O)(C(=O)OCC)C(F)(F)F)cc1 (configuration not stated)	-1	0	-4	-0.8	-1	-2	-1	-1	5	-4
COC(=O)NC(=S)Nc1ccccc1NC(=S)NC(=O)OC	4	2	-1	0.0	3	-3	2	-1	0	-1
COC(=O)C1=C(c2ccc(OCc3ccccc3)cc2)C[C@@H]2CC[C@H]1N2C(=O)NCc1ccc(OC)c(OC)c1	-5	2	-10	1.2	0	-4	-6	-2	1	5
CN1C2CCC1CC(OC(c1ccccc1)c1ccccc1N)C2 (configuration not stated)	3	1	7	0.3	-1	8	-3	-7	-2	-1
O=c1[nH]c(O)c(C=Nc2cc(F)cc(F)c2)c(=O)[nH]1	-2	0	-5	-1.1	-2	11	0	-8	-9	-1
CC(C)n1c(=O)c(C=Nc2cccc([N+](=O)[O-])c2)c(O)n(CCc2ccccc2)c1=O	0	-3	13	0.6	-1	-10	-2	4	-1	2
OC1CN2CCCC(O)C2C1O (configuration not stated)	-6	1	4	0.6	0	5	-4	-2	6	2
CCCCC/C(=N/O)c1c(C)[nH]c2ccccc12	-1	-9	4	1.0	1	-2	-2	6	-26	-10
NC(C(=O)O)c1cc(=O)[nH]o1 (configuration not stated)	-2	-2	-3	0.0	0	-11	6	-2	-1	-1
CCNC(=O)N1Cc2ccccc2-n2nncc2C1	-2	0	-3	-0.1	-1	5	3	12	2	-3
COc1ccc2c(c1O)-c1cccc3c1[C@@H](C2)N(C)CC3	-2	-31	-4	-3.4	3	-4	16*	-2	-39	-20
CCCCn1c(O)c(/C=N/N2CCOCC2)c(=O)[nH]c1=S	0	-13	-4	0.7	0	-14	3	6	-17	-5
CCN1c2nc3ccccn3c(=O)c2CC2(C(=O)N(C)C(=O)N(C)C2=O)C1C (configuration not stated)	7	-12	-3	-0.5	1	1	2	-3	-14	-5
Cn1cc(C(=O)Cc2ccccc2)c2ccccc21	7	2	8	-0.4	2	-7	0	2	-3	-2
O=C(O)CNC1c2ccccc2CSc2ccccc21 (configuration not stated)	3	0	-2	-0.1	2	-4	5	-7	-5	1
O=C1CN=C(c2ccccc2)c2cc([N+](=O)[O-])ccc2N1	-1	4	3	-0.3	1	16	7	-4	3	2

Sorted by count of non-hydrogen atoms (low to high): 12 of the compounds above
SMILES	MBD2 inh	PLC-gamma1 inh	ARFGAP1 inhibitor	KLK7 zymogen act	UHRF1 MBD2 ctr	ASAP1 GAP inh	DDE Tn6 FP inh	Tn7 DDE FP	PLC-beta3 inh	ADAM17 inh
OC1CN2CCCC(O)C2C1O (configuration not stated)	-6	1	4	0.6	0	5	-4	-2	6	2
COc1ccc(/C=C/C2=CCN(C)CC2)cc1	-7	-8	6	0.5	-4	-10	-6	3	-10	-2
CCCCC/C(=N/O)c1c(C)[nH]c2ccccc12	-1	-9	4	1.0	1	-2	-2	6	-26	-10
Cn1cc(C(=O)Cc2ccccc2)c2ccccc21	7	2	8	-0.4	2	-7	0	2	-3	-2
O=C(O)CNC1c2ccccc2CSc2ccccc21 (configuration not stated)	3	0	-2	-0.1	2	-4	5	-7	-5	1
O=C1CN=C(c2ccccc2)c2cc([N+](=O)[O-])ccc2N1	-1	4	3	-0.3	1	16	7	-4	3	2
COC(=O)NC(=S)Nc1ccccc1NC(=S)NC(=O)OC	4	2	-1	0.0	3	-3	2	-1	0	-1
CCOC(=O)N(C)c1ccc(C(O)(C(=O)OCC)C(F)(F)F)cc1 (configuration not stated)	-1	0	-4	-0.8	-1	-2	-1	-1	5	-4
CCN(CC)c1ccc(/C=C2\C(=O)NC(=O)N(CC3CCCO3)C2=O)cc1 (configuration not stated)	2	-5	-1	-0.3	12	1	2	0	-3	1
COCCNC(=O)CN1C(=O)C(C)N=C(c2ccccc2)c2cc(Cl)ccc21 (configuration not stated)	0	-1	-2	-0.3	0	11	2	-2	-4	-2
CC(C)n1c(=O)c(C=Nc2cccc([N+](=O)[O-])c2)c(O)n(CCc2ccccc2)c1=O	0	-3	13	0.6	-1	-10	-2	4	-1	2
COC(=O)C1=C(c2ccc(OCc3ccccc3)cc2)C[C@@H]2CC[C@H]1N2C(=O)NCc1ccc(OC)c(OC)c1	-5	2	-10	1.2	0	-4	-6	-2	1	5
